MITF act: activators of MITF-driven TRPM1 promoter reporter, primary screen, cell-based, SK-MEL-5, luciferase, single point; activation, % at 12.5 µM; actives 0.75% (n = 300,000); SK-MEL-5 TRPM1-promoter luciferase, 24 h; % of positive control, neutral wells = 0;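 active = mean activation of at least 80% with every replicate also reaching 80%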;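 note: 0% = neutral control wells and 100% = parthenolide positive control wells; values of inactives mirror those of a sister screen read the other way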
CAL PDZ FP-1: CAL PDZ peptide-binding inhibitors, primary screen, biochemical, fluorescence polarization, Cer-tagged CAL PDZ, HTS | inhibition, % at 20 µM | actives 0.02% (n = 330,000) | AID 504414, 2011 | Golgi-associated PDZ and coiled-coil motif-containing protein (Homo sapiens), Q9HD26 | purified CAL PDZ, TMR-peptide fluorescence polarization, 1 h;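 active = highest replicate inhibition of at least 40%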;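 note: plate controls were DMSO neutral control wells for no effect and unlabeled competitor peptide control wells for full effect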
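Material: tagged CAL PDZ protein CerCALP, purified; buffer or medium: sodium phosphate/NaCl buffer pH 7.4 with TCEP, IgG, Thesit; also added: fluorescent TMR peptide probe; schedule: 1 h incubation at room temperature before polarization reading; technique: fluorescence polarization from S- and P-plane intensities, G-factor corrected; control set: unlabelled peptide and DMSO controls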
dFosB activator: activators of delta FosB homodimer, primary screen, biochemical, fluorescence polarization, TAMRA-CDK5 oligo, single point; AID 493131, 2011; purified delta FosB; percent of positive-control signal above neutral wells; activation, % at 25 µM; Protein FosB (Mus musculus), P13346; actives 0.99% (n = 340,000);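 active = mean activation above about 17%, with every replicate also reaching it, limit read from the data, passing the limit was not always enough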;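 note: fluorescence polarization rise as delta FosB binds a TAMRA Cdk5 AP-1 oligo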
Target sequence (P13346 whole entry, looked up): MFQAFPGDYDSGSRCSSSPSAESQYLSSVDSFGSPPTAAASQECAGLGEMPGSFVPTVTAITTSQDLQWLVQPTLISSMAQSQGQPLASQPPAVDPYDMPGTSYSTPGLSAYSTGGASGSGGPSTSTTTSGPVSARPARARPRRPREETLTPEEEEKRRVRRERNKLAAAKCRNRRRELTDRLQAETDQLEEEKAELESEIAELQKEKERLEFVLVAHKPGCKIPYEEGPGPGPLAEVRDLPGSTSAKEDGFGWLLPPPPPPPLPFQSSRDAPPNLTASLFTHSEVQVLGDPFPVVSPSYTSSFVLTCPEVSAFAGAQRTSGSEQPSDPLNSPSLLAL
V-ATPase pHluor: regulators of yeast V-ATPase proton pumping, primary screen, pHLuorin cytosolic pH fluorescence; AID 504577, 2011; S. cerevisiae; actives 0.37% (n = 350,000); response, % at 10 µM; in the data active = response mostly above about 7.3%, no sharp cut-off; inactive = mostly below about 5.4%; note: actives read high; inactives centre near 0; some compounds called inactive have numbers as strong as hits
Tat export inh: E. coli Tat export inhibitors, primary screen, MC4100, TorA-mCherry reporter, fluorescence, single point. inhibition, % at 10 µM. actives 0.036% (n = 340,000);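 active = mean replicate inhibition at least 50% and at least half of replicates individually reaching 50%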;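 note: exported cargo escapes ClpAP degradation while cytoplasmic cargo is degraded and loses fluorescence; 0% = median of neutral control wells and 100% = median of NaSCN control wells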
Rtt109 HAT inh: inhibitors of C. albicans Rtt109/Vps75 HAT, primary screen, biochemical, ThioGlo CoA-SH fluorescence, plate reader; inhibition, % at 34.9 µM; Histone acetyltransferase RTT109 (Candida albicans (strain SC5314 / ATCC MYA-2876)), …; actives 0.16% (n = 330,000); purified Rtt109/Vps75, 4 h;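 active = inhibition of at least 50% in every replicate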
Target sequence (Q5AAJ8 whole entry, looked up): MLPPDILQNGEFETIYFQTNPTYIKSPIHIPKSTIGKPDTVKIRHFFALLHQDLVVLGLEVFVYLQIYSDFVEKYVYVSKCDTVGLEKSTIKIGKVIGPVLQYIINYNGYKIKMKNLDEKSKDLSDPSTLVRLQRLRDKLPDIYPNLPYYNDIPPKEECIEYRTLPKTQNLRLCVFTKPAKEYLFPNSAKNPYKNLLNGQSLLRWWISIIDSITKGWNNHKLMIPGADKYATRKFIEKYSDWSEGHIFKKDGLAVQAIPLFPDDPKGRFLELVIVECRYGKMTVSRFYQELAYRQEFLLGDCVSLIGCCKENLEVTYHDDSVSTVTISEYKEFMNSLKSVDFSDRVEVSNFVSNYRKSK
CDK5 inh: inhibitors of human CDK5/p35 kinase, primary screen, biochemical, single concentration | AID 488839, 2010 | actives 0.01% (n = 330,000) | Recombinant CDK5/p35, ADP-Glo luminescence, 60 min | inhibition, % at 10 µM | Cyclin-dependent kinase 5 (Homo sapiens) + Cyclin-dependent kinase 5 activator 1 (Homo …;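 active = highest replicate inhibition of at least 50% and at least 75% of replicates reaching 50%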;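 note: plate controls were DMSO neutral control for no effect and GW8510 at 10 µM for full effect; many of its hits are not listed in these tables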
cardiac RTF act: cardiac RTF calcium sensitivity activators, primary screen, biochemical, IANBD-TnC fluorescence, EC20 calcium. Troponin I, cardiac muscle (Homo sapiens) + Troponin T, cardiac muscle (Homo sapiens) + …. IANBD-labeled TnC RTF fluorescence at EC20 calcium; 0% EC20 calcium, 100% full calcium. activation, % at 7.2 µM. actives 0.24% (n = 340,000);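 active = activation above the mean over all tested compounds plus 3 SD, cut at about 30% in these data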;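 note: rise in fluorescence read as greater calcium sensitivity of cardiac thin filaments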
Wnt act: Wnt/beta-catenin pathway activators, primary screen, cell-based, plate reader, single point | Wnt/beta-catenin reporter cell assay, activator | activation, % at 9.35 µM | actives 1.2% (n = 300,000); in the data active = activation above about 30%, passing the limit was not always enough;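 note: 0% = neutral control wells and 100% = positive control wells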
CAL PDZ FP-2: untagged CAL PDZ binding inhibitors, primary screen, biochemical, fluorescence polarization, HTS; inhibition, % at 24.9 µM; Golgi-associated PDZ and coiled-coil motif-containing protein (Homo sapiens), Q9HD26; actives 0.92% (n = 300,000); AID 602252, 2012; purified CAL PDZ, TMR-peptide fluorescence polarization, 1 h;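 active = mean inhibition of at least 30% with at least half of replicates also reaching 30%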;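 note: 0% = DMSO neutral control and 100% = excess unlabeled competitor peptide PRC23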
* = called active by the depositor; nt = no result given.

SMILES	MITF act	CAL PDZ FP-1	dFosB activator	V-ATPase pHluor	Tat export inh	Rtt109 HAT inh	CDK5 inh	cardiac RTF act	Wnt act	CAL PDZ FP-2
COc1cc(OC)cc(C(=O)NC(C(=O)NCc2ccccn2)C(C)C)c1 (stereo not given)	2	-4.1	-3	2	-2	2	0.1	0	-1	-2
COCCNC(=O)CN(C(=O)Cn1nnc2ccccc21)c1ccc(C)cc1	-1	-3.4	0	-2	-1	-6	1.6	-1	0	-3
COc1ccc(S(=O)(=O)N2CCC3(CC2)OCCN3S(=O)(=O)c2ccc(OC)cc2)cc1	-3	0.6	5	1	2	-1	-0.8	3	1	1
CN(C)c1nc(N)nc(CSc2nnnn2C)n1	15	0.2	-3	-1	-5	2	-0.6	-7	0	5
CC(C)c1ccc(NC2CCCN(C(=O)c3cnsn3)C2)cc1 (stereo not given)	5	-0.7	-3	-4	-8	11	0.1	-4	2	-1
COC(=O)c1ccsc1NC(=O)CN1CCN(Cc2ccc3c(c2)OCO3)CC1	7	-2.1	-14	2	3	2	-0.3	2	nt	nt
COc1cccc(C(=O)N2CCN(Cc3cc(Br)ccc3OC)CC2)c1	7	nt	0	3	11	2	0.9	-1	nt	-3
Cc1cccc(Nc2ccc([N+](=O)[O-])cc2C(=O)O)c1	-6	-1.4	-2	-3	-5	13	-0.2	-6	0	-3
Cc1ccc(C)c(NC(=O)CSc2nnc(-c3ccco3)o2)c1	-2	-0.1	3	1	-4	-1	-1.9	0	1	-2
O=C(N/N=C/c1cccnc1)c1cccc(NC(=O)c2ccccc2Cl)c1	-4	-4.7	-11	5	2	-9	1.2	-7	1	0
CN1CCc2c(sc3c2C(=O)NC(/C=C/c2ccco2)N3)C1 (stereo not given)	-4	-1.3	-8	-7	-2	-9	-0.1	7	-1	-4
COc1cc2c(O)cc(C(=O)O)c(-c3cc(OC)c(OC)c(OC)c3)c2cc1OC	4	-1.4	4	4	2	3	-0.9	-4	0	-3
CCC(CC)C(=O)c1c[nH]c(C(=O)NCc2ccco2)c1	4	0.0	-1	-8	-5	11	-1.3	0	-3	0
Cc1ccc(C)c(Cn2c(=O)n(CCC(=O)NCc3ccco3)c(=O)c3sccc32)c1	1	0.4	15	6	1	-8	0.8	2	nt	nt
CC(C(=O)Nc1ccc(Cl)cc1)c1ncc(C(F)(F)F)cc1Cl (stereo not given)	-2	-0.4	3	-2	1	1	0.2	1	-2	2

A stretch from further up:
SMILES	MITF act	CAL PDZ FP-1	dFosB activator	V-ATPase pHluor	Tat export inh	Rtt109 HAT inh	CDK5 inh	cardiac RTF act	Wnt act	CAL PDZ FP-2
CCC(CC)C(=O)c1c[nH]c(C(=O)NCc2ccco2)c1	4	0.0	-1	-8	-5	11	-1.3	0	-3	0
Cc1ccc(C)c(Cn2c(=O)n(CCC(=O)NCc3ccco3)c(=O)c3sccc32)c1	1	0.4	15	6	1	-8	0.8	2	nt	nt
CC(C(=O)Nc1ccc(Cl)cc1)c1ncc(C(F)(F)F)cc1Cl (stereo not given)	-2	-0.4	3	-2	1	1	0.2	1	-2	2

Remaining list, next part.
SMILES	MITF act	CAL PDZ FP-1	dFosB activator	V-ATPase pHluor	Tat export inh	Rtt109 HAT inh	CDK5 inh	cardiac RTF act	Wnt act	CAL PDZ FP-2
COCC(=O)N1CCC(Oc2ccc(C(=O)N(C)Cc3nccs3)cc2)CC1	5	-1.9	1	1	3	-7	-0.4	5	0	-4
Cc1cccc(NC(=O)CC2S/C(=N/c3nccs3)N(C)C2=O)c1 (stereo not given)	-22	-1.1	14	7	-8	-5	-0.5	-3	1	9
O=C(c1ccc(Cn2cc(Cl)cn2)o1)N1CCN(Cc2ccc3c(c2)OCO3)CC1	3	0.0	-6	3	-4	7	-0.4	1	-1	-3
CCCOC(=O)N[C@@H]1C(=O)N2C(C(=O)OCCC)=C(C)CS[C@H]12	-5	0.0	7	2	4	8	-1.6	-4	7	-9
CCN(CC)CCCC(C)NC(=O)c1ccc(C(F)(F)F)cc1 (stereo not given)	4	-0.5	-7	-2	-4	-4	3.1	3	-1	2
O=C(C[C@H]1C/C=C\C[C@@H](Cc2ccc(F)cc2)C(=O)O[C@H](c2ccccc2)CNC1=O)N[C@@H](CO)Cc1ccccc1	8	-0.6	0	-2	-4	-4	-1.4	-6	-5	3
O=C(COc1ccc2ccccc2c1)Nc1ccncc1	26	-2.4	-2	2	8	3	1.2	0	3	2
Cn1c(Cn2c(=O)sc3ccccc32)nnc1SCC(=O)Nc1ccc(F)cc1	nt	-1.4	3	1	10	-6	-1.6	8	-2	nt
CC[n+]1c(/C=C(\C)SC)sc2ccccc21	-9	0.9	-5	6	8	1	0.5	5	-1	1
CN1CCN(C(=O)C2CCN(S(=O)(=O)c3ccc(F)cc3)CC2)CC1	-10	-1.2	5	-1	0	-2	-1.4	-1	0	-4
Cc1ccc(C(=O)NC2CCc3ccccc3C2=O)cc1 (stereo not given)	45	-0.9	5	2	2	4	1.0	1	16	-5
O=C1Nc2c(Br)cc(Br)c3cccc1c23	9	-2.1	90*	0	-9	5	0.9	-9	-2	0
Cc1cc(C)n(-c2ccc(C(=O)N3CCC(CO)(Cc4ccccc4)CC3)cc2)n1	8	-0.7	-8	-3	-1	-1	0.0	1	-1	nt
COc1ccccc1NC(=O)CSc1nnc2ccccn12	5	-1.0	-5	3	-11	8	-1.6	1	-1	8
Cc1c(Cl)cccc1NC(=S)NC(=O)CCN1C(=O)c2ccccc2C1=O	5	0.4	-9	2	-8	-4	-0.6	6	nt	-1
CC(=O)c1c(C)[nH]c(C(=O)COc2cc(C)ccc2C(C)C)c1C	-41	-0.1	2	2	5	2	-0.3	-3	nt	-1
CCCCn1c(N)c(N(CC(C)C)C(=O)CSC(C)C(=O)Nc2cc(C)on2)c(=O)[nH]c1=O (stereo not given)	18	-0.3	8	-5	1	nt	0.1	9	-4	-3
Cc1ccc(S(=O)(=O)/N=C(\c2ccccc2)N(C)S(=O)(=O)c2ccc(C)cc2)cc1	-2	-0.7	3	-2	5	0	-0.4	1	nt	1
CCOC(=O)c1c(NC(=S)Nc2ccccc2)sc2c1CC(C)(C)SC2	3	-2.0	-8	0	-3	-3	0.6	-2	-6	-2
O=c1c2cnn(-c3ccccc3Cl)c2ncn1Cc1cccnc1	-1	-0.9	-3	0	-6	-4	0.2	1	-1	-2
CC(=O)c1ccccc1OCCOc1ncnc2sccc12	30	-1.0	-10	-2	-8	0	1.6	0	3	9
CC(=O)c1sc2nsc(SCCN3CCCCC3)c2c1N	nt	0.4	4	-3	4	-13	-0.1	nt	5	nt
O=C(Nc1ccccc1)c1cccc(NC(=O)c2ccco2)c1	nt	-1.9	-6	1	-12	-8	0.9	1	0	-8
COc1ccc(C)cc1NC(=O)C(OC(=O)c1cc(C)oc1C)c1ccccc1 (stereo not given)	-9	-0.2	-6	-2	0	2	-0.7	-1	nt	-3
Cc1cc(C)c2nc(SCC#N)cc(C)c2c1	2	-0.1	-4	1	-4	1	-0.7	-1	nt	1
COc1ccccc1CNC(=O)CCCn1nc(C)c2c(C)n(-c3ccc(C)cc3)nc2c1=O	-29	-2.7	-17	2	3	-2	nt	2	0	-3
COc1ccc(C(N)=O)cc1N	-8	-0.4	4	-2	-5	0	-3.6	2	1	-3
O=C(O)c1ccc(Br)c(S(=O)(=O)N2CCCC2)c1	-4	-2.9	1	1	-5	29	-0.2	1	nt	-4
Cc1ccc(-c2nn(-c3cc(Cl)ccc3[N+](=O)[O-])c(=O)c3ccccc23)cc1	13	-0.8	-1	0	2	1	-2.7	6	-5	-6
O=C(CCC(=O)c1cccs1)OCc1ccc([N+](=O)[O-])cc1	2	-0.9	-4	1	-2	-2	-0.9	-2	2	-1
Cc1nnc(SCc2ccc(F)cc2)s1	51	0.1	3	-1	0	-12	-1.6	4	nt	nt
CN(CC(=O)Nc1ccc(F)cc1)C(=O)CCc1ccccc1	1	-0.4	-4	-5	-4	6	-0.4	-9	-2	1
O=C(c1ccc(-c2nnc(Nc3ccccc3)c3ccccc23)cc1)N1C[C@H]2C[C@H](C1)c1cccc(=O)n1C2	13	-0.2	-4	-2	0	-4	0.0	-1	nt	-1
Cc1cccc(-n2ncc3c(Nc4ccc(F)cc4)ncnc32)c1	71	-2.0	-4	-1	-1	-19	0.6	-1	10	nt
Cc1ccc(NC(=O)OC(C)N2CCCCC2)cc1NC(=O)OC(C)N1CCCCC1 (stereo not given)	-3	-1.1	5	-2	-12	5	0.9	-1	-7	-2
N#C/C(=C\c1ccc(O)c(Br)c1)C(=O)N1CCCCC1	nt	0.6	1	1	-2	1	1.1	5	-1	-4
COc1ccc(NC(=O)C(NC(=O)OC(C)(C)C)C(C)OCc2ccccc2)cc1 (stereo not given)	1	-1.7	-2	-1	-14	-3	-1.5	-1	nt	nt
COc1ccc(S(=O)(=O)NC(CC(=O)NCCc2ccc(OC)c(OC)c2)C(C)C)cc1 (stereo not given)	-4	16	-1	-3	3	8	0.8	-1	-1	-16
CC(C)C(=O)Nc1cccc(C(=O)OCC(=O)c2ccc(Cl)cc2Cl)c1	nt	0.1	-23	0	-6	-7	-0.8	3	nt	-1
N#Cc1cnn(-c2ncnc3sc4c(c23)CCCC4)c1N	-13	nt	-3	2	-9	-2	-0.3	-4	nt	-2
CC(C)Cn1c(=O)n(C)c(=O)c2[nH]cnc21	0	-0.1	5	-2	0	-2	-0.2	4	-3	12
CCOC(=O)/C(C#N)=C/c1cn(CCC(=O)O)nc1-c1cccc(Br)c1	17	-1.2	-1	-2	-4	5	1.0	-2	0	nt
CC(C)OCCCNC(=O)c1c(N)n(/N=C/c2cccs2)c2nc3ccccc3nc12	nt	0.5	9	-3	-4	-9	1.3	2	-1	-1
CCOc1ccc(CCNC(=O)C2CCCN2C(=O)OCc2ccccc2)cc1OCC (stereo not given)	-5	-1.7	-9	-8	-2	25	1.4	-3	-4	-3
CCN(CC(=O)NCc1ccc(Cl)cc1)C(=O)/C=C/c1ccccc1	-12	-1.4	-9	-3	2	3	-0.9	-2	-2	-4
COc1ccc(Br)cc1CNC(=O)Nc1cccs1	nt	-0.5	-6	-2	1	2	-1.6	0	-1	-1
CCn1nc(C(C)C)cc1C(=O)N1CCCC(CO)(Cc2ccc(F)cc2F)C1 (stereo not given)	-8	-3.6	-8	-1	10	-1	-2.5	7	-1	-5
CCOc1ccc(NC(=S)NCc2cccnc2)cc1	4	-0.5	0	-2	-11	16	1.7	-8	3	4
